# AMA1 RON2 block: AMA1-RON2 (P. falciparum) interaction inhibition; AlphaScreen AMA1-biotinylated RON2 peptide binding; Potency, µM (series often up to 58.2 µM), for inactives: at the highest dose activity change, negative = inhibition, actives largely listed as inhibitors; 360,000 tested, 0.2% active;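 also: potency is read from the fitted curve at half-maximal effect; 0% = vehicle wells and -100% = peptide control; nearly all actives have a fitted effect of over 45% in size; some results filed as inactive show a strong effect at the top dose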
#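 AMA1 (3D7) with his tag at 25 nM final met compounds first, then biotinylated RON2 peptide at 25 nM; detection used donor plus acceptor beads, 10 µg/mL apiece, read by AlphaScreen after 30 min at room temperature.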
# Giardia FBPA inh: inhibitors of Giardia lamblia fructose-1,6-bisphosphate aldolase; A8B2U2; purified Giardia FBPA; Potency, µM (top dose mostly 59.6 µM), for the others: at the top dose activity, negative = inhibition, actives largely listed as inhibitors; 290,000 tested, 0.71% active; also: potency is read from the fitted curve at half-maximal effect; nearly all actives have a fitted effect of over 55% in size
# Target sequence (A8B2U2 whole entry, looked up): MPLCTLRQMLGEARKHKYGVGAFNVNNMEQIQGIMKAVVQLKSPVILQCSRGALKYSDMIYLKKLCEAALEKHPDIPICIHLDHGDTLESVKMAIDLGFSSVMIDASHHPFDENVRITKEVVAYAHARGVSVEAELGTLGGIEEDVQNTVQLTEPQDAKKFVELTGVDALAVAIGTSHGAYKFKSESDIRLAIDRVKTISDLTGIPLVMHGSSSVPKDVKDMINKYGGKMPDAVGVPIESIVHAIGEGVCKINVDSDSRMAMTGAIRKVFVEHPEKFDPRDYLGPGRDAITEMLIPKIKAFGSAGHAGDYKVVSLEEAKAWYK
#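 40 nM FBPA preincubated 10 min at RT with compound (up to 57.5 uM final), then substrate plus GAPDH/TPI/NAD/arsenate coupling and diaphorase/resazurin added. Fluorescence read after 20 min at RT, 525/598 nm.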
# AmpC inh no detg: AmpC beta-lactamase inhibition without detergent; P00811; AmpC nitrocefin hydrolysis, absorbance 480 nm, 0.0001% Triton; Potency, µM (highest dose often 57.1 µM), without a hit: at the highest dose activity change, negative = inhibition, most hits filed as inhibitors; 330,000 tested, 0.52% active; AID 485341;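 also: potency is read from the fitted curve at half-maximal effect; plate controls were no compound for no effect and no enzyme for full effect; nearly all actives have a fitted effect of over 20% in size; some results filed as inactive show a strong effect at the top dose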
# Target sequence (P00811 whole entry, looked up): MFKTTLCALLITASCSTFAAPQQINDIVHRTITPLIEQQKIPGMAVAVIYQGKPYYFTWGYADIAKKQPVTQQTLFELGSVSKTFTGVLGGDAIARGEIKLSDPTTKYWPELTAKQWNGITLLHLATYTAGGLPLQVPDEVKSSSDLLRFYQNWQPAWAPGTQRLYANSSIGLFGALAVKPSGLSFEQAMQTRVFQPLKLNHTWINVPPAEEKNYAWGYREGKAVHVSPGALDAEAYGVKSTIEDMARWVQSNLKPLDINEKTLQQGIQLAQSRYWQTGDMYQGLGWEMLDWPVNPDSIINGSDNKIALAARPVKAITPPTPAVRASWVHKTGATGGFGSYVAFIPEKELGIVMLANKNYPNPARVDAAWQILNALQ
#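 AmpC (5.3 nM in the dispensed reagent) in 20 mM phosphate pH 7.0 with 0.01% (detergent screen) or 0.0001% Triton X-100 was preincubated with compounds for 15 min at room temperature. Nitrocefin was then added from an 800 uM solution, and hydrolysis was followed at 480 nm.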
# HCMV antiviral: inhibitors of human cytomegalovirus; HFF cells, HCMV-luciferase reporter, 72 h; hits give low values; activity change, negative = inhibition, % at 57.5 µM; 410,000 tested, 4.5% active; AID 1259415; in the data active = activity change below about -60%; inconclusive = no clear call, values can overlap the other calls; inactive = above about -39%
#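 Luciferase read-out from HCMV-luciferase-infected HFFs (MOI 1 PFU/cell) 72 h post infection at 37C; compounds added after 16 h cell attachment; activity normalized between buffer-only basal and Salinomycin (10uM) inhibitor controls.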
# AmpC inh detg: AmpC beta-lactamase inhibition with detergent present | P00811 | AmpC hydrolysis of nitrocefin, absorbance 480 nm, 0.01% Triton | Potency, µM (highest dose often 114 µM), for the others: at the top dose activity change, negative = inhibition, most hits filed as inhibitors | 370,000 tested, 0.041% active | AID 485294;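 also: potency is read from the fitted curve at half-maximal effect; 0% = no-compound wells and -100% = no-enzyme wells; nearly all actives have a fitted effect of over 25% in size; some results filed as inactive show a strong effect at the top dose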
#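 AmpC (5.3 nM in the dispensed reagent) in 20 mM phosphate pH 7.0 with 0.01% (detergent screen) or 0.0001% Triton X-100 was preincubated with compounds for 15 min at room temperature. Nitrocefin was then added from an 800 uM solution, and hydrolysis was followed at 480 nm.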
# Sm TGR inh: inhibitors of Schistosoma mansoni thioredoxin glutathione reductase; AID 485364; 360,000 tested, 3% active; Potency, µM (highest dose often 114 µM), inactives show at the top dose activity change, negative = inhibition, hits mostly inhibitors; purified TGR, DTNB reduction, TNB absorbance 405 nm; also: potency is read from the fitted curve at half-maximal effect; nearly all actives have a fitted effect of over 60% in size
#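 Kinetic colorimetric format: TGR-catalysed, NADPH-driven DTNB reduction monitored via TNB absorbance. Enzyme dispensed at 20 nM; compound exposure 15 min at room temperature before reaction start.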
# An asterisk follows results filed as active; ? = inconclusive; . = not tested or not shown; & = joins results of further samples; [ ] = remark or other dose. Unless noted, calls follow the shape of the dose curve; as a rule, active = well fitted curve in the direction sought with a large enough effect; inconclusive = small, poorly fitted or top-dose-only effect, or another doubt; inactive = no such curve, though single readings can be large; an effect the other way counts as inactive or inconclusive. Unless noted, % is scaled to controls: 0 for no effect and ±100 for the full control effect.
SMILES,AMA1 RON2 block,Giardia FBPA inh,AmpC inh no detg,HCMV antiviral,AmpC inh detg,Sm TGR inh
COc1ccc(NC(=O)CSc2nnc(Cc3cccn3C)n2-c2ccc(OC)cc2)cc1,3%,-3%,37%,-15,-7%,-27%
CN(C(=O)COC(=O)CNC(=O)c1sc2ccccc2c1Cl)C1CCS(=O)(=O)C1 (centres undefined),18%,.,49%,25,.,.
COc1ccccc1-n1cnc2cc(C(=O)NCC3CCCO3)ccc21 (centres undefined),-2%,2%,-16%,17,-10%,-2%
COc1ccc(N(C(=O)c2cccc([N+](=O)[O-])c2)S(=O)(=O)c2cccs2)cc1,-7%,-8%,-36%,-36,?,-12%
CCOc1ccccc1C1CC(c2ccc(F)cc2)Nc2nc(N)nn21 (centres undefined),-8%,1%,117%[activator],-27,10%,-3%
Cc1c(C(=O)N2CCOCC2)oc2c1-c1nn(CC(=O)NCc3cccc(F)c3)cc1CC2,.,.,.,-15,0%,?
CCCCCCN(CCCCCC)C(=O)Cc1c(-c2ccc(F)cc2)[nH]c2ccccc12,4%,-11%&-3%,-26%,-5,?,-3%
Cc1ccc(CN2CCSc3ccc(C(=O)NCC4CCCO4)cc32)cc1 (centres undefined),-5%,.,46%,.,0%,2%
N#CCc1nn(-c2ccccc2)c2ncnc(N)c12,-3%,3%,-10%,0,-9%,11%
O=C(Nc1ccc2c(c1)OCO2)c1ccc(Cl)nc1,-6%,-1%,-11%,154,?,10%
CC(=O)c1ccc(NC(=O)CCc2c(C)nn(-c3ccc4nncn4n3)c2C)cc1,.,.,.,14,-6%,-3%
Cc1cc(/C=N/n2cnnc2)c(C)n1-c1ccc(OCc2ccc(Cl)cc2)cc1,-16%,-5%,40%,-92*,-7%,0%
O=C(Nc1ccc(F)cc1)Nc1ccccc1C(=O)NCCN1CCNC1=O,-6%,2%,-15%,87,6%,30%
COC(=O)[C@@H]1C[C@H]1[C@@H](NC(=O)c1cc(C)on1)c1ccccc1,10%,11%,.,-5,.,.
CCOc1ccc(C(=O)OCC(=O)N2CCCC2)cc1,1%,1%,-5%,-10,0%,-3%
COc1ccc(-c2cn3c(C)c(C(=O)NC(C)C)sc3n2)cc1,9%,0%,-8%,11,-7%,-11%
N#CC1=C(N)SC(N)=C(C#N)C1CCC1CCCCC1,.,0%,?,.,?,?
Cc1ccc(N2CCN(c3ncnc4onc(-c5ccc(F)cc5)c34)CC2)c(C)c1,.,.,.,-1,1%,-1%
CCc1ccc(OCC2NCCc3cc(OC)c(OC)cc32)cc1 (centres undefined),-7%,-4%,0%,-90*,-11%,-22%
Cc1ccc(S(=O)(=O)NCC(=O)N(CC(=O)NCC2CCCO2)Cc2ccccc2Cl)cc1 (centres undefined),-4%,14%,44%,2,4%,1%
Cc1cccc(-n2c(SCC(=O)N3CC(=O)Nc4ccccc43)nc3ccccc3c2=O)c1C,-19%,-10%,?,-64*,-13%,-19%
O=C(CNC(=O)c1ccc(Br)o1)NCC1CCCO1 (centres undefined),-20%,.,-13%,24,3%,0%
CCc1ccc(-c2csc3ncn(CC(=O)N4CCOCC4)c(=O)c23)cc1,-10%,1%,40%,-16,-11%,-2%
Cn1c2ccccc2c(=O)c2c(=O)n(C3CCCCCC3)c(C3CCCCC3)nc21,6%[11.6 µM],3%,-23%,-26,-5%,-3%
Cn1cc(Cl)c(C(=O)OCC(=O)c2ccccc2)n1,4%,3%,2%,11,3%,-6%

# Continued; it opens with the six that closed the last part.
SMILES,AMA1 RON2 block,Giardia FBPA inh,AmpC inh no detg,HCMV antiviral,AmpC inh detg,Sm TGR inh
Cc1ccc(S(=O)(=O)NCC(=O)N(CC(=O)NCC2CCCO2)Cc2ccccc2Cl)cc1 (centres undefined),-4%,14%,44%,2,4%,1%
Cc1cccc(-n2c(SCC(=O)N3CC(=O)Nc4ccccc43)nc3ccccc3c2=O)c1C,-19%,-10%,?,-64*,-13%,-19%
O=C(CNC(=O)c1ccc(Br)o1)NCC1CCCO1 (centres undefined),-20%,.,-13%,24,3%,0%
CCc1ccc(-c2csc3ncn(CC(=O)N4CCOCC4)c(=O)c23)cc1,-10%,1%,40%,-16,-11%,-2%
Cn1c2ccccc2c(=O)c2c(=O)n(C3CCCCCC3)c(C3CCCCC3)nc21,6%[11.6 µM],3%,-23%,-26,-5%,-3%
Cn1cc(Cl)c(C(=O)OCC(=O)c2ccccc2)n1,4%,3%,2%,11,3%,-6%
Cc1cccnc1NC(=O)c1c(O)c2cccc3c2n(c1=O)CCC3,8%,4%,-11%,67,?,6%
CC(C)(C)CN1CCN(Cc2c[nH]c3ccccc23)CC1CCO (centres undefined),-1%,-3%,-2%,20,4%,3%
COc1cc(-n2c(=O)c3ccccc3n(CC(=O)OCc3ccccc3)c2=O)cc(OC)c1OC,19%,6%,-9%,-7,-3%,-8%
COC(=O)c1ccc(COc2ccc(/C=N/NC(N)=S)cc2)o1,50%[activator],-16%,-53%,?,-4%,-5%
CCOc1ccc(CCNC(=O)c2oc(=O)c3ccccc3c2-c2ccc(C)cc2)cc1OCC,.,.,.,9,2%,2%
O=C(CNC(=O)c1cccc(F)c1)OCC(=O)N1CCN(C(=O)c2ccco2)CC1,-14%,0%,-8%,0,-7%,5%
O=C(CCNC(=O)c1ccco1)Nc1ccc(OC(F)F)c(Cl)c1,-20%,-7%,-13%,12,-4%,4%
COc1ccc(C2C(=O)N(C3CCCCCC3)CC(=O)N2CCc2ccc(OC)c(OC)c2)cc1 (centres undefined),.,.,.,-37,6%,-2%
CCOC(=O)c1ccc(NC(=O)c2nc[nH]c2C(=O)NC)cc1,82%[activator],-14%,-15%,6,-1%,5%
C[C@H](CO)N1C[C@H](C)[C@@H](CN(C)Cc2ccncc2)Oc2c(NS(=O)(=O)c3ccccc3)cccc2C1=O,21%,.,25%,-21,.,.
N=c1c2c(ncn1CCCO)Oc1cc(O)ccc1C2c1ccccc1 (centres undefined),3%,1%,-32%,-37,-7%,-2%
COc1ccc(OC)c(NC(=O)C(CC(C)C)NC(=O)C2CCCCC2)c1 (centres undefined),-7%,-3%,.,17,-1%,0%
O=C(NCCN1CCOCC1)c1cc(-c2cccs2)on1,6%,0%,-19%,-6,0%,-10%
C=Cn1cc[n+](CC(=O)c2ccc(Br)cc2)c1,-3%,8%,-1%,4,0%,-13%
CCOC(=O)C1CCCN(S(=O)(=O)c2c(C(=O)N3CCCCC3)c(C)n(C)c2C)C1 (centres undefined),0%,8%,18%,-14,-9%,-1%
CC(=O)c1ccc(OCCCC(=O)N2CCN(S(=O)(=O)c3ccc(C)cc3C)CC2)cc1,67%[activator],.,89%[activator],-29,-7%,-8%
CCc1cccc(C)c1NC(=O)Cn1c(=O)n(-c2cccc(C)c2)c(=O)c2c1c1cc(C)ccc1n2C,.,.,.,17,-5%,-10%
C[C@@]12C(=O)N(CC3CCCO3)CC(=O)N1[C@H]1c3cc(Cl)ccc3OC[C@@H]1[C@@H]2c1ccccc1 (some centres undefined),-25%,.,219%[activator],16,.,.
Cc1cc(-n2c(C)nc3ccccc3c2=O)ccc1NC(=O)c1cccc([N+](=O)[O-])c1C,.,.,.,5,2%,-1%
O=C(Cn1c(C(F)(F)F)nc2ccccc21)N=Nc1c(O)[nH]c2ccc(Br)cc12,9%,3%,-18%,40,3%,.
O=C(CCC(=O)N1CCOc2ccccc21)NCc1ccccn1,17%,-4%,20%,9,6%,-1%
Cc1ccc(-n2nc3c(N4CCC(C(=O)N5CCCCC5)CC4)nnc(C)c3c2C)cc1,.,.,.,-39,3%,-7%
CC(C)N(C(=O)[C@H]1C[C@H](CC(=O)NC(C)(C)C)C(=O)N2CCc3c([nH]c4cc(CCC(=O)N(C)C)ccc34)[C@]12C)C(C)C,7%,.,155%[activator],-11,.,.
C=CCN(c1ccccc1)S(=O)(=O)c1cccc(C(=O)NC2CCN(Cc3ccccc3)CC2)c1,0%,.,79%[activator],-65*,-12%,-6%
O=C(Nc1ccccn1)C12CC3CC(C1)CC(C(=O)Nc1ccccn1)(C3)C2,?,1%,0%,14,-10%,7%

# (further entries)
SMILES,AMA1 RON2 block,Giardia FBPA inh,AmpC inh no detg,HCMV antiviral,AmpC inh detg,Sm TGR inh
COc1ccc(C(=O)NC2CCN(C(=S)Nc3ccccc3C)CC2)cc1,-6%,2%,-15%,-38,7%,2%
CC(C)(C)OC(=O)N1CCC(CC2CC(c3ccncc3)=NO2)(C(=O)O)CC1 (centres undefined),2%,.,-10%,22,-12%,-16%
Cc1ccc(Nc2c([N+](=O)[O-])c(=O)n(C)c3ccccc23)cc1,0%,0%,-49%,-11,-3%,1%
CC1CCc2sc(C(=O)NCc3ccc(F)cc3)cc2C1 (centres undefined),3%,9%,-33%,-4,0%,1%
O=C(CCN1C(=O)c2ccccc2C1=O)Nc1nc2ccccc2s1,-16%,4%,-21%,14,7%,4%
Cc1ccc2oc(=O)c3cc(C(=O)NCCc4ccc(Cl)cc4)sc3c2c1,.,.,.,11,-3%,1%
O=C(NCCCCNCCCNC(=O)c1ccccc1)c1ccccc1,9%,.,-17%,0,.,.
CCOC(=O)CNC(=O)CSc1nnc(SCC(=O)NCC(=O)OCC)s1,8%,0%,-12%,-1,-5%,11%[11.4 µM]
COc1ccc(Cl)cc1NC(=S)Nc1ccccc1C,-4%,1%,-23%,?,1%,.
COC(=O)C1=C(N)OC2=C(C(=O)CCC2)C1c1ccc2c(c1)OCO2 (centres undefined),-3%,9%,-2%,23,-8%,-20%
Cc1cc(C)c(C)c(S(=O)(=O)NCc2ccc(C(=O)N3CCCCC3)cc2)c1C,-4%,-1%,66%[activator],-16,?,2%
CCc1noc(C)c1C(=O)N1CC(C)OC(C)C1 (centres undefined),-6%,9%,113%[activator],-12,?,-1%
Cc1cccc(C)c1OC(=O)CSc1nnc(-c2ccccc2O)o1,51%[activator],6%,-45%,-22,2%,2%
O=C1C2C3C=CC(C4CC34)C2C(=O)N1/N=C/c1ccc(-c2ccc([N+](=O)[O-])cc2)o1 (centres undefined),5%,-1%,-41%,0,3%,-11%
CCCCCn1c(=O)c(F)cn(Cc2ccc(OC)c([N+](=O)[O-])c2)c1=O,12%,2%,-1%,18,-5%,-1%
Cc1cccc(C(=O)N2CCN(Cc3nc4sc5c(c4c(=O)[nH]3)CCCC5)CC2)c1,4%,.,4%,15,5%,2%
CSc1cccc(NC(=O)CN(C)S(=O)(=O)c2ccccc2)c1,12%,0%,-20%,-10,?,2%
COc1cccc(OCc2cc(C(=O)N(C)Cc3nccn3C)no2)c1,3%,-15%,0%,73,?,-2%
O=[N+]([O-])c1ccc(/C=N/NC(=S)Nc2ccccc2)o1,25%,-15%,-9%,-26,-8%,?
Cc1c(C(=O)NCc2ccccc2)sc2nc3n(c(=O)c12)CCC3,.,.,.,42,2%,-9%
O=C(CSc1ccc2nnc(-c3cccnc3)n2n1)c1ccccc1,-17%,-1%,-25%,43,-6%,-25%

# Screening data: PubChem, National Center for Advancing Translational Sciences (NCATS)
